# Bioassay records as filed in PubChem BioAssay.
# NALP3 yeast inh – blocks the NALP3 inflammasome reconstituted in yeast; inhibition, % at 10 µM; 330,000 tested, 0.39% active; Yeast reconstituted NLRP3/ASC/caspase-1, beta-gal luminescence, 24 h;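 active means inhibition of 50% or more; inactive means inhibition below 50%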;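 further: plate controls were induced DMSO wells for no effect and uninduced yeast grown without galactose for full effect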
# TIM10 inh – TIM10 yeast growth inhibition | inhibition, % at 10 µM | AID 463195 | 330,000 tested, 1.4% active | S. cerevisiae TIM10 strain growth, BacTiter-Glo luminescence, 24 h;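 active means inhibition of 40% or more at the single tested concentration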;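 further: wild-type TIM10 isogenic control strain grown at permissive 25 °C; 0% = DMSO yeast wells and 100% = minimal medium wells without yeast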
# hIAP act – human IAP activation. purified human IAP, CDP-Star luminescence, 30 min; hits give high values; 1 = vehicle-only enzyme, 0 = enzyme-free background. activation factor at 10 µM. 330,000 tested, 0.16% active. AID 2524;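 active means activation factor of the enzyme at least 2-fold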; further: the source names both 10 and 20 µM as test concentration; values of inactives mirror those of a sister screen read the other way
# hIAP inh – blocks human intestinal alkaline phosphatase | P09923 | purified IAP, CDP-Star luminescence, 30 min | inhibition, % at 10 µM | 330,000 tested, 0.12% active | AID 2544;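 active means inhibition reaching a set limit with compound at 10 µM in the primary screen, cut at about 35% in these data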;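 further: plate controls were DMSO wells with enzyme for no effect and no-enzyme buffer wells for full effect; values of inactives mirror those of a sister screen read the other way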
# mIAP act – increases mouse intestinal alkaline phosphatase activity; muIAP, CDP-Star luminescence, 30 min; hits give high values; 1 = vehicle-only enzyme signal, 0 = enzyme-free wells; activation factor at 10 µM; 330,000 tested, 0.24% active; AID 2805;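 active means activation factor of at least 2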; further: the source names both 10 and 20 µM as test concentration; values of inactives mirror those of a sister screen read the other way
#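 also added = chemiluminescent substrate CDP-Star | test system = mouse IAP enzyme | signal = chemiluminescence readout | compound = DMSO-dissolved test compounds | incubation = 30 min at room temperature | benchmarks = DMSO wells, no-enzyme wells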
# Apaf1 inhib – blocks human Apaf-1 apoptosome activity; O14727; inhibition, % at 20 µM; reconstituted apoptosome caspase-3 activity, DEVD-Rh110 fluorescence; 330,000 tested, 0.71% active; active means inhibition of at least 40% at 20 µM;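 further: plate controls were DMSO wells for no effect and DEVD-CHO caspase inhibitor wells for full effect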
# Target sequence (O14727 whole entry, looked up): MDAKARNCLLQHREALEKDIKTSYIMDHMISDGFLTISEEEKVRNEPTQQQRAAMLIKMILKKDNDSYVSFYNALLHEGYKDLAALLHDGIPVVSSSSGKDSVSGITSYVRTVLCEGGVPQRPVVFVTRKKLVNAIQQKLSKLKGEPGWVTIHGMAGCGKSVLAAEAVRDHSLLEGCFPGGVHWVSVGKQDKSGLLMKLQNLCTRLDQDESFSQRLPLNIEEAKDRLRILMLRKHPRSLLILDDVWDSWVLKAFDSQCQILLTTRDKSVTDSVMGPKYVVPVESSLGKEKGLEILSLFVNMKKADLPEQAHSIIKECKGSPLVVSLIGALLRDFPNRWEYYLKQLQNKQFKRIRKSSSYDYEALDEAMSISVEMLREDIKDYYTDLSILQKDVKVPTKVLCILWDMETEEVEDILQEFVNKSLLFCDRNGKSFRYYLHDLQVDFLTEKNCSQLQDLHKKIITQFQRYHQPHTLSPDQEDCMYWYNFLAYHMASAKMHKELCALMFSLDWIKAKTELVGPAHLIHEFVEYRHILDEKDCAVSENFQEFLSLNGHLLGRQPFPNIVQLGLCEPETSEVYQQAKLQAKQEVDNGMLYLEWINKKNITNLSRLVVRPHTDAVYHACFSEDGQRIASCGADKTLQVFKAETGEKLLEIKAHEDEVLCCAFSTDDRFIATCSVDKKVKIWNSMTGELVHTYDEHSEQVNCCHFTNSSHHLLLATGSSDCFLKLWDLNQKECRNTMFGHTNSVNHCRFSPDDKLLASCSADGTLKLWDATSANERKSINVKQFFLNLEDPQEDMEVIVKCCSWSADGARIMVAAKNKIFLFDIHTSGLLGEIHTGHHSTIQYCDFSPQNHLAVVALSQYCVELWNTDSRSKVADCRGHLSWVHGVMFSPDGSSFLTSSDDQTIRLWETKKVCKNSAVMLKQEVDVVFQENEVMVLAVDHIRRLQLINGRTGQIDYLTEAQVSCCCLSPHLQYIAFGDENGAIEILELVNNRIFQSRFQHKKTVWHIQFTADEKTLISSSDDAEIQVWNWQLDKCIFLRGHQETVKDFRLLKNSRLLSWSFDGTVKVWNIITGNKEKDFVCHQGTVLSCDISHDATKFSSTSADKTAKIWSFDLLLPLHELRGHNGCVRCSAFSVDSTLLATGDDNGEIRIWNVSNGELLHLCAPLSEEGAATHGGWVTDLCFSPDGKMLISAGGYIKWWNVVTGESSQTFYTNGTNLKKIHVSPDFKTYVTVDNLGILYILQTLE
#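 Material: biochemical Apaf-1 apoptosome reconstitution. Medium: Hepes buffer, pH 7.5. Also added: cytochrome c activation, bis-DEVD rhodamine 110 substrate. Timing: 30 min compound preincubation, 50 min activation, room temperature. Measured by: rhodamine 110 fluorescence at Ex 480/Em 540 nm.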
# ATG4B inh – ATG4B (human) cysteine protease inhibition; ATG4B cleavage of LC3-PLA2, NBD-HPC fluorescence, 1 h; Q9Y4P1; inhibition, % at 8.33 µM; 340,000 tested, 0.51% active; in the data active means inhibition above about 40%
# mIAP inh – blocks mouse intestinal alkaline phosphatase; purified mouse IAP, CDP-Star luminescence, 30 min; inhibition, % at 10 µM; 330,000 tested, 0.2% active;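 active means inhibition of at least 40% at 10 µM in the primary screen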;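 further: plate controls were DMSO with enzyme for no effect and no enzyme wells for full effect; values of inactives mirror those of a sister screen read the other way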
# tim10-1 inh – growth inhibitors of tim10-1 mutant yeast; S. cerevisiae tim10-1 ts strain growth, BacTiter-Glo, 24 h; inhibition, % at 20 µM; 330,000 tested, 2.2% active; AID 463190;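 active means inhibition of at least 40%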;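 further: mutant grown at 25 °C; 0% = DMSO wells with yeast and 100% = wells holding no yeast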
# Active calls of the source: *. This is a random part of the collection; overall some 4.5% were active at least once.
SMILES,NALP3 yeast inh,TIM10 inh,hIAP act,hIAP inh,mIAP act,Apaf1 inhib,ATG4B inh,mIAP inh,tim10-1 inh
CC(=O)N1CC2(NC(=O)c3ccccc3N2)c2ccccc21 (centres undefined),7,-5,1.1,-8,1,-8,6,-1,6
COc1ccc(-c2cc(C)no2)cc1S(=O)(=O)N1CC(=O)Nc2ccccc21,10,3,0.89,11,0.93,11,-9,7,2
COc1cccc(-c2nc(CS(=O)(=O)CC(=O)Nc3ccc(F)cc3F)c(C)o2)c1,18,12,0.94,6,0.99,9,1,1,19
COc1ccc(C2OC(=O)CC2C(=O)NC(C)C)cc1 (centres undefined),-2,-13,1,-2,1,0,8,0,8
COc1cccc(C2=CC(=O)C[C@H](c3ccc4c(c3)OCO4)C2)c1OC,18,0,1.1,-8,1,14,-8,-3,17
CCn1c(=S)sc2c(=O)n(CC(=O)Nc3cccc(Br)c3)c(C)nc21,9,16,0.87,13,0.83,-4,-1,17,3
[S-]c1nnc(-c2ccc(Br)cc2)n1-c1ccccc1.[Zn+2],16,3,0.98,2,0.96,-5,3,4,3
Cc1nn(C)c(Cl)c1C(=O)NCC(=O)Nc1ccc(C(C)C)cc1,6,-29,1,-5,1.1,9,-18,-6,11
N/C(=N/O)C(c1ccccc1)c1ccccc1,-4,1,1.1,-10,0.94,8,-5,6,19
Cc1ccc(OCC(O)CNCc2ccc(F)cc2)cc1 (centres undefined),12,7,0.99,1,0.91,9,-9,10,-3
CC1CN(S(=O)(=O)c2cccc(C(=O)Nc3ccccc3N3CCCC3)c2)CC(C)O1 (centres undefined),11,9,1,-4,0.94,12,2,6,22
Cc1cccc2sc(NNC(=O)c3cc(-c4cccs4)nc4ccccc34)nc12,7,-29,1.3,-31,1.1,10,-3,-6,36
CCCCCn1nc(C)c(/C=N/NC(=O)c2ccoc2C)c1C,18,5,1,-1,0.94,-3,-2,6,15
COc1ccc(N2CCN(C(C)C(=O)N3CCCC3)CC2)cc1 (centres undefined),2,0,1,0,1.2,1,-11,-16,12
COc1ccc2c(c1)-c1nc(NC(=O)c3cccs3)sc1CC2,41,30,0.99,1,0.89,7,28,11,38
CCOC(=O)c1c(NC(=S)N2CCOCC2)sc2c1CCN(C(=O)OCC)C2,16,18,0.96,4,0.86,-1,-1,14,3
Cc1c(NC(=O)CSc2nnc(-c3cccc(Cl)c3)o2)c(=O)n(-c2ccccc2)n1C,14,-12,1.2,-23,1.1,2,-8,-6,0
COc1ccc(Cc2nnc(SCC(=O)c3ccc4c(c3)OCO4)o2)cc1,15,5,0.92,8,0.91,11,12,9,21
CC1=CC(=C(C#N)c2nc3ccccc3s2)C=C(C)N1CC1CCCO1 (centres undefined),27,23,0.91,9,0.89,13,-11,11,19
COC(=O)Cn1c(C)c(/C=C/c2cc[n+](C)cc2)c2ccccc21,30,-11,0.7,30,0.82,-1,-3,18,-21

# Some of the entries so far, with values under each structure.
# Values in the order: NALP3 yeast inh, TIM10 inh, hIAP act, hIAP inh, mIAP act, Apaf1 inhib, ATG4B inh, mIAP inh, tim10-1 inh
- COc1ccc(-c2cc(C)no2)cc1S(=O)(=O)N1CC(=O)Nc2ccccc21
 : 10, 3, 0.89, 11, 0.93, 11, -9, 7, 2
- COc1cccc(-c2nc(CS(=O)(=O)CC(=O)Nc3ccc(F)cc3F)c(C)o2)c1
 : 18, 12, 0.94, 6, 0.99, 9, 1, 1, 19

# Other results follow.
SMILES,NALP3 yeast inh,TIM10 inh,hIAP act,hIAP inh,mIAP act,Apaf1 inhib,ATG4B inh,mIAP inh,tim10-1 inh
NC(=O)c1ccsc1NC(=O)COC(=O)c1cc(=O)[nH]c2ccccc12,6,-2,1,-2,0.95,2,7,5,3
Cc1cccc(C)c1N(CC(=O)NCc1ccco1)C(=O)CNS(=O)(=O)c1ccc(F)cc1,23,-7,1.1,-10,0.97,0,-5,3,15
COc1cc(-c2n[nH]c(=S)n2-c2cc(C(F)(F)F)ccc2Cl)cc(OC)c1OC,10,-1,1.1,-5,0.93,3,-4,7,0
COc1ccc(-c2cc(C(=O)N3CCN(c4ccccc4O)CC3)c3ccccc3n2)cc1OC,8,14,0.91,9,0.92,16,-15,8,28
COc1ccc(CNC(=O)C2CCCN(S(=O)(=O)N3CC(C)CC(C)C3)C2)c(OC)c1 (centres undefined),7,18,0.97,3,0.97,19,3,3,10
O=C(CN(Cc1ccccc1Cl)C(=O)c1csnn1)NCc1ccccc1,11,13,1.1,-8,0.99,0,-1,1,-24
CC(C)N(CCNC(=O)C1CCC(=O)N1Cc1ccc(F)cc1)Cc1ccccc1 (centres undefined),2,-7,1.1,-11,1.1,16,-1,-6,4
COc1ccc(OCC(N)=O)cc1,10,2,1,-1,1.1,-1,-21,-10,0
CCc1nnc(NS(=O)(=O)c2ccc(NC(=O)Nc3ccc(OC)cc3)cc2)s1,19,-1,1.2,-21,0.92,3,1,8,-9
COc1ccc(NC(=O)c2ccc(-c3ccc(-c4noc(C)n4)cc3C)cc2)cc1N1CCN(C)CC1,28,7,0.96,4,0.93,57*,-4,7,27
Cc1ccc2c(n1)sc1c(N)ncnc12,23,10,0.79,21,1,-5,-2,-1,16
Cc1oc(-c2ccccc2)nc1Cn1cccc1C1=NC(c2ccccc2)CO1 (centres undefined),1,17,0.99,1,0.86,8,-6,14,30
Cn1cc(C(=O)N2CCN(c3ccccc3)CC2)c(=O)c2cc(S(=O)(=O)N3CCOCC3)ccc21,-6,13,1,0,1,1,-3,0,13
COc1cc(CNCC(C)C)cc(Br)c1OCC(=O)Nc1ccccc1,22,6,1,0,0.95,-7,-14,5,8
Cc1nn(-c2ncc(C(F)(F)F)cc2Cl)c(=O)n1-c1ccccc1Cl,16,3,0.91,9,1,2,-5,-1,22
COC(=O)c1ccccc1COn1c(=O)c[n+]([O-])c2ccccc21,10,12,1.1,-6,1.1,4,6,-6,24
Cc1ccc(C(=O)NCCCNC(=O)c2ccc(C)nc2)cc1,5,-2,0.91,9,0.98,-1,2,2,8
Cc1ccc(N2C(=O)CC(Sc3ccccc3C(=O)O)C2=O)c([N+](=O)[O-])c1 (centres undefined),4,29,1,-4,0.92,-5,-6,8,27
CCOC(=O)c1nnn(-c2nonc2N)c1CN(C)C1CCCCC1,-1,-2,1.1,-11,0.99,-10,1,1,-8
CCc1nnc(NS(=O)(=O)c2ccc(NCc3cc(Cl)cc(Cl)c3O)cc2)s1,23,8,1.4,-36,0.98,22,21,2,-3

# The listing continues.
SMILES,NALP3 yeast inh,TIM10 inh,hIAP act,hIAP inh,mIAP act,Apaf1 inhib,ATG4B inh,mIAP inh,tim10-1 inh
Oc1ccc(N2CCN(C(c3cccnc3)c3nnnn3Cc3ccccc3)CC2)cc1 (centres undefined),9,7,0.93,7,0.98,-20,2,2,7
Clc1ccc2nc(N3CCN(c4ccccc4)CC3)sc2c1,7,1,0.88,12,1,-1,-4,0,17
CCOc1ccc(NC(=O)CN(C)C(=O)C2(c3ccccc3)CC2)cc1OCC,0,3,0.86,14,1.1,-3,-1,-9,7
CCCCn1c(N)c(N(CCOC)C(=O)CN2C(=O)C3CCCCC3C2=O)c(=O)[nH]c1=O (centres undefined),13,1,0.9,10,1,-3,-54,-2,0
CCCCC(C(=O)NC(C)c1ccccc1)C(=O)NC(C)c1ccccc1 (centres undefined),19,18,1.8,-84,1.2,-2,0,-16,12
CCOP(=O)(OCC)C(Nc1ccc([N+](=O)[O-])cc1)c1ccc(Cl)cc1 (centres undefined),10,27,0.92,8,0.89,9,1,11,10
O=C(Nc1ccccc1F)Oc1cccc(OC(=O)Nc2ccccc2F)c1,8,3,0.9,10,1,-7,1,-3,17
Cc1ccc(/C=N/NC(=O)c2nnn(-c3nonc3N)c2CN(C)C2CCCCC2)cc1,6,-1,0.99,1,0.92,6,-1,8,8
Cc1ccc(C)c(-n2c(SCC(=O)O)nc3sc4c(c3c2=O)CCCC4)c1,18,8,1.1,-6,0.94,15,-1,6,27
CCOC(=O)c1cn2c(C)cccc2n1,-4,6,1.1,-5,1.1,1,-2,-8,5
COC(=O)c1cc(OC)ccc1-c1ccc(OC)cc1,34,-3,0.99,1,0.98,-13,1,2,-7
c1ccc2c(c1)nnn2Cc1nnc2sc(-c3ccc4c(c3)OCCO4)nn12,13,16,0.94,6,0.88,-19,-21,12,13
COc1ccc2nc(-c3ccc(F)cc3)sc2c1,27,17,1,-5,0.98,6,1,2,-12
N#Cc1cc(Nc2c(N)nc[nH]c2=O)c([N+](=O)[O-])cc1C#N,8,-3,0.99,1,0.93,1,-8,7,1
O=c1[nH]c(N2CCN(Cc3ccc4c(c3)OCO4)CC2)nc2c1CCCC2,15,0,0.97,3,1,2,-15,0,-11
O=S(=O)(NC1=NCCC1)c1ccc(F)cc1F,-1,3,1.2,-17,0.99,0,9,1,3
N#C/C(=C(/O)c1ccc(Br)s1)c1nc2ccccc2[nH]1,27,12,1.2,-25,0.75,1,0,25,-11
CCN1C(=NCCc2ccccn2)N[C@@H](c2cccc(F)c2)C(C(=O)OC)=C1C,12,-2,0.85,14,0.63,0,-2,37,-18
N#CC1=C(N)N(c2ccc(Br)cc2)C2=C(C(=O)CCC2)C1c1cccnc1 (centres undefined),-1,31,1.1,-6,0.95,15,5,5,18
CCCCC(=O)Nc1cccc(-c2ccc3nncn3n2)c1,-6,12,0.97,3,0.94,4,-17,6,24

# (list continues)
SMILES,NALP3 yeast inh,TIM10 inh,hIAP act,hIAP inh,mIAP act,Apaf1 inhib,ATG4B inh,mIAP inh,tim10-1 inh
O=C(Cc1ccccc1)N/N=C/c1ccc[nH]1,-2,-8,0.99,1,0.77,0,-9,23,-2
CC(=O)N(C)c1ccc(NCc2cc(=O)oc3cc(C)c(O)cc23)cc1,13,3,0.84,16,1,5,-3,0,10
O=C(N/N=C/c1cccc(C(F)(F)F)c1)c1ccc(O)cc1,6,8,1,-2,1.1,0,-1,-5,6
CCOC(=O)N1CCN(S(=O)(=O)c2ccc(C(=O)N(CCN(C)C)c3nc4c(C)cccc4s3)cc2)CC1,6,10,0.85,15,0.91,7,-2,9,5
O=C(N/N=C/c1ccc([N+](=O)[O-])o1)c1cn(-c2ccccc2)nc1-c1ccc(Cl)cc1,22,30,1.2,-24,0.81,8,12,19,26
CCC(=O)c1ccc(OCC(O)Cn2nc(C)cc2C)cc1 (centres undefined),9,-8,0.97,3,0.95,-8,-8,5,25
O=C(O)[C@H]1Cc2ccccc2CN1S(=O)(=O)c1ccc(F)cc1,12,1,1,-1,1.1,-8,-3,-8,13
COCc1nnc(NC(=O)c2ccc3c(c2)OCO3)s1,26,1,1.1,-7,0.94,2,1,6,-3
NC(=O)c1c(NC(=O)c2ccccc2)sc2c1CCc1ccccc1-2,20,-2,1.1,-11,1.1,9,4,-9,17
CCc1cccc(CC)c1NC(=O)COC(=O)C1(c2ccc(Cl)cc2)CCCC1,-8,-5,1.1,-8,1.3,10,17,-27,8
CSCCC(N=C(NS(=O)(=O)c1ccc(C)cc1)c1ccccc1)C(=O)O (centres undefined),-5,3,0.96,4,1.1,-20,-2,-7,12
NC(=O)CC(NC(=O)Cc1cccc2ccccc12)c1ccc(NCc2cc(F)ccc2F)c([N+](=O)[O-])c1 (centres undefined),30,11,0.9,10,1,17,0,0,8
Cc1ccc2c(CN3C(=O)NC(C)(c4ccc5c(c4)OCO5)C3=O)cc(=O)oc2c1 (centres undefined),15,19,1.2,-19,0.95,9,-9,5,12
